Assay outcomes deposited in PubChem BioAssay by several laboratories.
HSF1 inhib – HSF1 inhibitors in luciferase reporter cells, primary screen, cell-based, NIH3T3, luminescence. NIH3T3-HGL HSE-luciferase, MG132-induced, luminescence 8 h; stronger effect = lower value. activity change, negative = inhibition, % at 7.5 µM (by protocol). 300,000 compounds, 0.77% hits. AID 2098, 2009;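 active = more than half of replicate wells show activity change below -50%, luminescence cut by over half; inconclusive = some wells, but at most half, below -50%; inactive = no replicate well below -50%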;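 note: luciferase reports HSF-1 transcriptional activity via heat shock element; 0% = median of DMSO wells and -100% = zero luminescence signal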
GSK3beta inhib – human GSK3beta kinase inhibitors, primary screen, biochemical, cell-free homogeneous, HTS | Glycogen synthase kinase-3 beta (Homo sapiens), P49841 | GST-GSK3beta kinase, ADP-Glo luminescence, 60 min; stronger effect = lower value | 300,000 compounds, 0.038% hits | AID 2097, 2009 | activity score (negative = inhibition), % at 10 µM;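 active = more than half of replicate wells score below -50%, meaning over 50% inhibition versus plate controls; inconclusive = some replicates but at most half score below -50%; inactive = no replicate scores below -50%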;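 note: 0% = median DMSO wells and -100% = median GW8510 positive control wells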
Target sequence (P49841 whole entry, looked up): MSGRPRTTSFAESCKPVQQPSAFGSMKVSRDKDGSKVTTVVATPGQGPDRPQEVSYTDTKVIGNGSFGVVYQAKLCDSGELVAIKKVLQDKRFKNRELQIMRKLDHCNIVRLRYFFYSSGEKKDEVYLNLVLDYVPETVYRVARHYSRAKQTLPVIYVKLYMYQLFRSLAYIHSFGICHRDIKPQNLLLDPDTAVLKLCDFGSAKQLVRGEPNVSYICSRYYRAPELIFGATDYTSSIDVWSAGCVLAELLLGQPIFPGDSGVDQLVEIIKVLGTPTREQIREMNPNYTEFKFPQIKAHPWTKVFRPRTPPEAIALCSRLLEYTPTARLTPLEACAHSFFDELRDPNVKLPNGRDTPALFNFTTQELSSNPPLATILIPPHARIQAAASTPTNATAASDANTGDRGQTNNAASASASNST
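Test system – GST-tagged human GSK3beta kinase, cell-free · Incubation – 60 min enzyme reaction, room temperature · Signal – ADP-Glo luminescence · Also added – peptide substrate and ATP at 25 µM · Controls – DMSO neutral wells and GW8510 at 20 µM as positive · Buffer or medium – Tris/MgCl2 kinase buffer · Measure – Luminescence-derived activity versus plate DMSO and GW8510 wells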
HIF act – HIF pathway transcriptional activators, primary screen, cell-based, U2OS HRE-luciferase, luminescence | AID 1910, 2009 | 300,000 compounds, 0.32% hits | U2OS HRE-luciferase reporter; normalized: DMSO 0%, desferrioxamine 100% | activation, % at 7.5 µM (by protocol);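 active = mean activation of at least 10% of the iron chelator positive control signal, with at least half of replicates also reaching 10%; inconclusive = mean and replicate majority disagree about reaching 10%; inactive = mean and most replicates under 10%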
KLF5 inhibitor – KLF5 expression inhibitors, primary screen, DLD-1 cells, luminescence; DLD-1 KLF5 promoter-luciferase reporter; inhibition, % at 5 µM; 290,000 compounds, 0.23% hits; AID 1700, 2009;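 active = inhibition above a per-plate limit of that plate's mean compound inhibition plus 3 SD, cut at about 60% in these data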;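 note: 0% = DMSO wells and 100% = LY294002 at 200 µM; higher means less KLF5 promoter-driven luciferase light; inactives centre near -14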
HSP90 inh – HSP90 inhibitors, primary screen, cell lysate, luminescence; Rabbit reticulocyte lysate, luciferase refolding luminescence, 3 h; inhibition, % at 5.6 µM; 290,000 compounds, 0.91% hits;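 active = inhibition above the screen-wide mean plus 3 SD, computed separately per campaign, cut at about 16% in these data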;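 note: 0% = DMSO wells and 100% = 60 µM geldanamycin wells; inhibitors lower the luminescence because luciferase stays unfolded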
GSK3A inh – blockers of GSK3A enzyme activity – biochemical, luminescence, cell-free homogeneous, HTS, primary screen | AID 2650, 2010 | inhibition, % at 10 µM | 320,000 compounds, 0.1% hits | Glycogen synthase kinase-3 alpha (Homo sapiens), P49840 | GSK-3 alpha kinase, ADP-Glo luminescence, 60 min;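 in the data active = inhibition above about 50%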;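 note: GST-tagged GSK-3 alpha with peptide substrate and 25 µM ATP; 0% = DMSO neutral wells and 100% = GW8510 positive control wells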
Target sequence (P49840 whole entry, looked up): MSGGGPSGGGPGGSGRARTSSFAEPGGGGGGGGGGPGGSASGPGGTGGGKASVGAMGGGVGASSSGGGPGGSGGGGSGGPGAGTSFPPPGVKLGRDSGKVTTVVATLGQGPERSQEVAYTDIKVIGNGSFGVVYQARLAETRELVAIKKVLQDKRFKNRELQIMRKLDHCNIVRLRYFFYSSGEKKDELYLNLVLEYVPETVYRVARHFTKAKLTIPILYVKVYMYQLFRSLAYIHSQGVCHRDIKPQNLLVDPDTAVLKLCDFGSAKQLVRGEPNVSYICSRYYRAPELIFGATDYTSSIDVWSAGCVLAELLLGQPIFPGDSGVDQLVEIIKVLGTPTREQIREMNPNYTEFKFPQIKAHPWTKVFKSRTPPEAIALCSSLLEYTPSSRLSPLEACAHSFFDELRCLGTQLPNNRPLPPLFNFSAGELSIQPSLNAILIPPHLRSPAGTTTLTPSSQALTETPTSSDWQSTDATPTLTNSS
AI-2 QS modul – Vibrio harveyi AI-2 quorum sensing modulators, primary screen, JMH597 strain, luminescence/OD600 ratio | Vibrio harveyi JMH597 AI-2 luminescence/OD600 ratio, 9 h; stronger effect = lower value; strain lacks LuxN and CqsS sensors; 0 = neutral-control median | activity change, % at 7.5 µM | 300,000 compounds, 0.4% hits | AID 2094, 2009; in the data active = activity change below about -75%, passing the limit was not always enough; inconclusive = no clear call, values can overlap the other calls;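 note: luminescence divided by OD600 gain over 9 h not by final OD600 alone; inactives centre near 13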
IEC-6 tox – cytotoxicity in IEC-6 intestinal epithelial cells, primary screen, cytotoxicity control for KLF5 inhibitor project, cell-based, luminescence; IEC-6 cytotoxicity, luminescence viability; inhibition, % at 5 µM; 290,000 compounds, 0.78% hits; AID 1825, 2009; in the data active = inhibition above about 22%;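 note: 0% = plate median of test compound wells and 100% = cytotoxic reference compound wells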
HSF-1 act – HSF-1 activators, primary screen, NIH3T3-HGL cells, MG132 stress, luminescence, single point; NIH3T3-HGL HSF-1 luciferase reporter, 8 h; 100% = twice DMSO control signal; activation, % at 9 µM; 300,000 compounds, 1.7% hits; AID 504408, 2011;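 active = mean replicate activation of at least 50% with a set share of replicates each reaching 50%; inconclusive = only one of those two conditions met; inactive = mean below 50% and too few replicates reaching it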;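 note: 0% = median of the neutral control wells and 100% = twice that signal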
aSyn 5UTR inh – MLPCN primary screen, SNCA 5' untranslated region. alpha-synuclein 5'UTR reporter, inhibitor activity. inhibition, % (tested at 7.5 µM). 300,000 compounds, 0.82% hits. AID 1813, 2009; in the data active = inhibition above about 60%; inconclusive = no clear call, values can overlap the other calls;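 note: H4 neuroglioblastoma cells stably carrying SNCA 5'UTR luciferase fusion; 0% = DMSO wells and 100% = positive control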
* hit, by the source's call; ? = inconclusive; · = no result given.

SMILES	HSF1 inhib	GSK3beta inhib	HIF act	KLF5 inhibitor	HSP90 inh	GSK3A inh	AI-2 QS modul	IEC-6 tox	HSF-1 act	aSyn 5UTR inh
CCOc1ccc(NC(=O)c2ccc(NC(=O)CN3C(=O)C(=O)N(CC(C)C)C3=O)cc2)cc1	-2	0	-0.2	·	·	1	24	·	-6	8
CN(C(=O)c1sc2nc(N3CCOCC3)c3c(c2c1N)CCCC3)c1ccccc1	15	1	-1.2	-29	1	2	25	4	23	33
Cc1sc2ncnc(Nc3ccc(N4CCOCC4)cc3)c2c1-c1ccccc1	-5	2	0.1	-1	4	0	8	2	2	-2
O=C(NCc1nnc(SCC(=O)N2CCN(c3ccccc3)CC2)o1)c1ccccc1	3	-1	-0.2	-9	1	-2	14	-6	-9	-9
CC(=O)N1CCCc2cc(S(=O)(=O)Nc3ccccc3C)ccc21	-3	4	0.0	-13	-5	-2	·	-6	-1	12
CCOC(=O)CC1=Nc2ccccc2NC(=O)C1	·	-1	0.1	-22	0	1	5	-4	·	19
N#Cc1c(-c2ccco2)ccn(Cc2ccc(F)cc2)c1=O	2	-10	-0.1	13	3	2	19	0	-8	14
COC(=O)c1cc(NC(=O)Nc2cc(OC)ccc2OC)cc(C(=O)OC)c1	-5	-6	0.6	-37	-3	-1	4	0	-30	12
CCOc1ccc(NC(=O)C(=O)NCCCn2ccnc2)cc1	0	6	-0.4	-11	1	7	16	2	-5	25
Fc1cccc(NCc2cn3ccccc3n2)c1	30	-2	2.7	-205	3	-2	-16	-2	39	-97
CCOc1ccc(NC(=S)NCC(c2cccnc2)N2CCOCC2)cc1 (centres undefined)	-9	-6	0.1	11	2	·	-12	6	-8	18
c1cncc(CN=C2Nc3ccccc3CS2)c1	5	0	0.4	0	1	0	0	7	15	-4
O=C(CSc1nnc(CNC(=O)c2cccs2)o1)Nc1ccc(Cl)cc1	-3	·	-1.0	3	1	-2	20	8	3	25
CC(=O)c1cccc(NC(=O)N2CCc3ccccc3C2)c1	-13	2	2.6	-75	3	1	-1	-2	-11	-171
COc1ccc(C)cc1NC(=O)C(Sc1nnc(Nc2ccccc2F)s1)c1ccccc1 (centres undefined)	1	-1	0.2	-16	1	-1	0	5	21	-13
Cc1ccc(-n2c(-c3ccc(Cl)cc3)n[nH]c2=S)cc1	3	0	-1.6	-37	-5	-3	3	-6	2	9
CC(C(=O)NCCCc1ccccc1)c1ccc([N+](=O)[O-])cc1 (centres undefined)	2	-6	0.0	-10	6	-5	2	-6	17	15
COc1cc(CN/C(C)=C(\C#N)C(N)=O)cc(OC)c1OC	-10	1	0.2	-18	-4	3	26	-1	11	19
CCOc1ccc2nc(SCC(=O)c3cccs3)sc2c1	35	-11	4.2	-91	-2	-1	18	0	61*	-122
CCN1CCN(c2ccc(S(=O)(=O)N3CCCCC3)cc2NC(=O)Cc2ccc(Cl)c(Cl)c2)CC1	-5	0	0.1	·	·	5	-11	·	-25	6
Cc1ccc(C(=O)Oc2ccc(Cl)c3cccnc23)cc1[N+](=O)[O-]	4	1	0.3	7	2	-3	20	0	-21	-18
Fc1ccc(COc2ccc(C(=S)N3CCCC3)cc2)cc1	19	4	4.5	-66	-2	-1	-3	2	26	-77
O=C(Nc1nc2c(Br)cc(Br)cc2c(=O)s1)c1ccco1	22	0	0.3	-8	-1	-2	20	-8	27	-31
COc1cccc(Nc2nc(-c3cccc(N4C(=O)c5ccccc5C4=O)c3)cs2)c1	-10	-1	1.2	-33	3	-2	8	10	-22	-62
CC(C)N(Cc1nc(-c2ccccc2)no1)C(=O)c1ccc(Cl)cc1	2	1	-0.7	20	-3	-2	20	-4	-11	20
CCc1cc(=O)oc2cc(OCC(=O)NCc3ccccn3)ccc12	0	3	-0.6	7	-3	0	19	4	-1	7
COc1ccc(CC(=O)NNC(=O)c2ccoc2C)cc1OC	0	2	-0.2	3	0	-2	7	-4	1	-8
CC1=NC(C)(C)Cc2c(C)cccc21	1	-1	-0.4	-7	0	-1	14	-8	-4	-19
O=C(CN1CCN(c2ccccn2)CC1)Nc1cccc(S(=O)(=O)N2CCCC2)c1	6	2	-0.7	-25	-4	-2	20	-4	31	15
CC(=O)Nc1ccc(NC(=O)C2CCN(C(=O)NC3CCCCC3)CC2)cc1	-3	-1	-0.1	-5	-3	0	22	-5	-13	17
O=C(O)C1C(c2ccccc2)C(C(=O)Oc2ccc(O)cc2)C1c1ccccc1 (centres undefined)	-7	3	0.3	0	2	0	9	-10	-5	8
CCOC(=O)c1c(C)n(-c2ccc(F)cc2)c2ccc(O)cc12	3	-3	0.7	-14	-6	4	19	3	-15	17
CCOC(=O)c1c(C)[nH]c(C)c1S(=O)(=O)Nc1ccc(CN2CCCCC2)cc1	4	3	0.5	-31	-3	0	26	-1	3	-19
CCc1cc2c(=O)c(-c3nc4ccccc4n3C)c(C)oc2c(CN2CCN(C)CC2)c1O	-2	-2	-0.2	9	6	-1	27	2	0	19
Cc1c(C(=O)N2CCOCC2)c(S(=O)(=O)Nc2ccc(Br)cc2F)c(C)n1C	-7	2	0.0	-10	0	-2	6	-4	-9	9
O=c1c2ccc([N+](=O)[O-])c3cccc(c32)c2nc3ccccc3n12	·	-4	-0.3	-9	3	-3	18	8	·	79*
Cc1noc(C)c1Cc1ccc(O)cc1	6	-2	0.1	-21	0	-2	4	-2	40	15
Cc1ncn(C23CC4CC(CC(O)(C4)C2)C3)n1	3	0	-0.3	-28	1	-1	11	-2	-5	6
O=c1[nH]c2ccccc2nc1-c1cccs1	19	-3	4.4	-43	-3	-5	19	1	39	-152
CCOc1ccc(NC(=O)CN2C(=O)CSc3ccc(S(=O)(=O)N4CCCC4)cc32)cc1	1	-18	-0.3	-12	3	6	16	1	-8	17
COc1ccc(NC(=O)CCCn2nc(C)c3c(C)n(-c4ccccc4)nc3c2=O)cc1	7	1	0.3	-12	-3	4	21	4	1	9
COc1cc2cc(C(=O)N3CCc4ccccc4C3)[nH]c2cc1OC	-9	0	-0.3	-14	2	3	24	-1	5	3
Cc1nn(C)c(Cl)c1CN1CCC(n2nccc2NC(=O)C2CCCC2)CC1	-54*	4	0.3	-55	-3	0	13	-1	-63	-5
O=C(COc1ccc2ccccc2c1)Nc1nc2ccccc2[nH]1	·	·	·	-36	0	6	·	2	·	·
FC(F)(F)c1ccc(N2CCN(c3ncnc4c3nnn4Cc3ccccc3)CC2)nc1	-2	0	0.9	-10	-4	3	9	-1	-3	21
CCOC(=O)N1CCC(NC(=O)C2CCCN(Cc3nc(-c4ccc(CC)cc4)oc3C)C2)CC1 (centres undefined)	-4	0	0.1	-22	5	1	19	-2	-21	31
O=C(CCCCCN1C(=O)CCC1=O)Nc1ccc2c(c1)OCCO2	-10	1	-0.4	-12	5	-2	17	0	-15	-8
CSc1nnc2c3cc(F)ccc3n(C)c2n1	-7	1	0.2	43	0	-1	17	10	-18	44
CCOC(=O)c1sc2nc(C)c3c(c2c1N)CC(C)(C)OC3	-6	-3	-0.2	-14	5	-14	26	2	8	6
CC(=O)Nc1cccc(-c2nnc(SCC(=O)N3CCCCC3)n2C)c1	-3	2	0.1	-8	2	-1	14	2	-7	-20
Cc1ccccc1Nc1nnc(SCC(=O)NC(=O)Nc2ccc3c(c2)OCCO3)s1	9	-3	2.0	-50	0	-1	20	8	-11	-86
C/C(=N/NC(=O)c1ccc(Cl)s1)c1cccnc1	1	0	0.7	-26	0	11	6	12	11	-36
COc1ccc(CNC(=O)c2cc3c(=O)[nH]c4ccccc4c3n2C)cc1	0	-2	-1.2	10	-1	5	18	-3	-6	3
CCn1c(COc2ccc(Cl)cc2)nnc1SCc1nc2ccccc2[nH]1	8	5	2.4	-10	0	0	37	10	5	29
CC(C)(C)C(=O)Nc1ccc(Cc2ccncc2)cc1	8	5	-1.2	-22	-2	-1	25	5	-4	-6
CNC(=S)Nc1ccc(OC)c(OC)c1	-14	1	2.4	-4	0	0	18	3	0	-12
Cc1cc(C(=O)N/N=C/c2cc(Cl)cc([N+](=O)[O-])c2O)n[nH]1	-15	1	-0.1	-32	-4	-1	?	-1	-3	-8
COc1ccc(OC)c(CNC(=O)C2CCCN(c3ncnc4c3nc3n4CCCCC3)C2)c1 (centres undefined)	-3	4	0.4	-5	-5	1	10	4	-4	-3
CCCc1cc(=O)oc2cc(C)cc(OCC(=O)N3CCC(C(=O)O)CC3)c12	-4	0	0.1	-9	0	10	19	4	-2	6
COc1ccc(N(CC(=O)NC2CCCC2)C(=O)CCC(=O)Nc2cc(C)on2)c(OC)c1	2	-1	-0.3	2	-4	1	5	-1	-2	4

Continuation:
SMILES	HSF1 inhib	GSK3beta inhib	HIF act	KLF5 inhibitor	HSP90 inh	GSK3A inh	AI-2 QS modul	IEC-6 tox	HSF-1 act	aSyn 5UTR inh
OC(CNC1CCCC1)COc1c(F)cc(Br)cc1F (centres undefined)	11	-7	0.0	-16	-1	-2	9	-12	13	4
O=C(CSc1nnc(NC(=O)c2ccc3c(c2)OCO3)s1)NCc1ccco1	·	1	·	-88	7	-1	0	3	·	·
CN1CCN(CC(=O)Nc2nc3ccccc3s2)CC1	3	-3	2.4	-11	3	1	14	4	-5	-20
COc1ccc(CCNS(=O)(=O)c2ccc(N3CCCC3=O)cc2)cc1	-8	-1	-0.3	-42	-3	1	8	-2	8	-19
Cc1oc2cc3oc(=O)c(CC(=O)NCCCC(=O)O)c(C)c3cc2c1C	-1	3	1.6	-34	8	-2	1	4	4	1
CCCCc1cc(=O)oc2cc(C)cc(OCC(=O)N3C[C@H]4C[C@@H](C3)c3cccc(=O)n3C4)c12	-2	-1	0.5	-17	-1	7	8	10	-8	-4
Cn1c(=O)c(C(=O)CN2CCc3ccccc32)c(N)n(Cc2ccccc2)c1=O	4	0	-0.3	-25	0	1	40	-12	-11	-21
COc1ccccc1NC(=S)N(Cc1ccc(C)cc1)Cc1ccccn1	7	2	0.2	10	-2	-4	-9	-3	3	19
C=CCN(CC=C)Cc1ccc(C(=O)OC)o1	-1	1	-0.8	-18	3	-3	24	1	-18	-12
COc1ccc(N/N=C(/C(C)=O)N2CCCc3ccccc32)cc1	17	0	1.0	4	1	1	23	1	49	-8
